# INS-1E GSIS act: primary screen for activators of insulin secretion dependent on glucose, INS-1E cells, GLuc reporter luminescence | INS-1E GLuc reporter insulin secretion, 2-3 h | activation, % at 16.6 µM | hit rate 0.61% among 370,000 | AID 743287;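 active means lowest replicate activation of at least 40%, so every replicate reaches that level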;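 further: 0% = median of neutral control wells and 100% = median of IBMX positive control wells; some compounds called inactive have numbers as strong as hits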
# DENV2 CPE rescue: inhibitors of DENV2 cytopathic effect; CPE inhibition, % at 9.99 µM; hit rate 1.7% among 350,000; AID 651640; DENV2-infected cells, cytopathic effect rescue, plate reader; in the data active means CPE inhibition above about 20%, passing the limit was not always enough; inconclusive means no clear call, values can overlap the other calls; tested in BHK-21 cells;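 further: 0% = median of neutral control wells and 100% = median of positive control wells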
# ERp5 block: inhibitors of human ERp5; ERp5 insulin aggregation, absorbance 650 nm, 90 min; AID 651711; hit rate 0.05% among 350,000; Q15084; inhibition, % at 9.99 µM;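 active means mean replicate inhibition above about 25%, with every replicate also reaching it, limit read from the data, passing the limit was not always enough; inconclusive means only one of those two criteria met; inactive means neither criterion met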
# Target sequence (Q15084 whole entry, looked up): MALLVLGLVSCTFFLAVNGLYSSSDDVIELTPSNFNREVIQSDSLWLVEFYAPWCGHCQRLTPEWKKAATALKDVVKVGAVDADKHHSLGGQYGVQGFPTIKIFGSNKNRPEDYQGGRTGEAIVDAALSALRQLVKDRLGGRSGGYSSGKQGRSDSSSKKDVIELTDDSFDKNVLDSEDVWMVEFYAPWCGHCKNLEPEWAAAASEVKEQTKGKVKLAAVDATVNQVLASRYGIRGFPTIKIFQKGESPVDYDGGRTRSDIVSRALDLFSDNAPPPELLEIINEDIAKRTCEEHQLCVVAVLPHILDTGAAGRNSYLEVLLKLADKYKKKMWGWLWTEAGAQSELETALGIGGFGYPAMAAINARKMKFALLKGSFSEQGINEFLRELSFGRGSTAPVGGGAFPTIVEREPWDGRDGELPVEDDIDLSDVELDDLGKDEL
# PAX8 reporter: lowers PAX8-driven luciferase in RMG-I cells; hit rate 1.2% among 360,000; AID 652154; RMG-I TPO-luciferase reporter, SteadyGlo, 24 h; inhibition, % at 12.6 µM;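 active means mean replicate inhibition at least 60% with every replicate also reaching 60%; inconclusive means only one of the two criteria is met; inactive means mean below 60% and not all replicates reaching 60%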;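 further: luciferase light reporting Pax8 driven TPO promoter activity; plate controls were median of neutral control wells for no effect and mitoxantrone controls for full effect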
# F508del corr: CFTR F508del correction in bronchial cells; hit rate 0.36% among 350,000; CFBE cells, YFP halide quenching; stimulated with forskolin plus potentiator P3; % fluorescence drop versus neutral controls; activity (quench increase), % at 7.58 µM; AID 720511;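 active means mean added fluorescence quench of at least 8% versus neutral control, with both replicates also reaching 8%; inconclusive means only one of the mean or replicate conditions met; inactive means mean below 8% and not both replicates reaching 8%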;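 further: cells transiently co-express mutant CFTR-F508del with the halide-sensitive YFP; corrector assay measuring rescue of mutant channel to the surface after 24 h compound exposure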
# ARNT TACC3 PPI: ARNT/TACC3 interaction disruption; Q9Y6A5; hit rate 0.66% among 390,000; inhibition, % at 9.99 µM; AlphaScreen His-ARNT PAS-B/GST-TACC3 binding, luminescence; TACC3 fragment carries E629A point mutation;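 active means mean inhibition of replicates at least 50% and at least half of replicates each reaching 50%; inconclusive means half or more replicates reach 50% but mean below 50%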;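 further: 0% = complete ARNT plus TACC3 wells and 100% = ARNT alone without TACC3; many hits fall short of the cut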
# EWS-Fli block: EWS/Fli transcriptional activity inhibition; A673 NR0B1-luciferase reporter, viability-normalised; hit rate 0.67% among 350,000; AID 651661; inhibition, % at 12.6 µM;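 active means mean inhibition of at least 50% after viability correction, with every replicate also passing that limit; inconclusive means mean reaches 50% but only one of two replicates passes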;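 further: firefly luciferase signal divided by Alamar Blue viability fluorescence both relative to DMSO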
# Xi reactivation: reactivates the inactive X chromosome in mouse fibroblasts; AID 743238; XiGFP mouse fibroblasts, % GFP-positive cells imaging, 3 d; cells co-treated with 5-aza-dC sensitizer; scaled so ellipticine positive control = 100%; hit rate 0.055% among 360,000; activation, % at 7.58 µM;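 active means mean normalized replicate activation at least 10% and every replicate at or above 10%; inconclusive means only one of the two criteria met; inactive means mean below 10% and not all replicates reach 10%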;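 further: 0% = median of on-plate neutral control wells and 100% = ellipticine 6 µM median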
#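 System: 68-5-11 XiGFP fibroblast line; Timing: 3 days compound exposure; Compound dosing: one concentration, pinned; Benchmarks: positive control ellipticine, 6 µM final; Buffer or medium: DMEM containing 5-aza-dC.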
# Numbers without * were called inactive; ? = inconclusive; . = not tested or not shown. Outcome played no part in choosing rows, and some 4.2% of all compounds hit somewhere here.
# Short forms: A = INS-1E GSIS act; B = DENV2 CPE rescue; C = ERp5 block; D = PAX8 reporter; E = F508del corr; F = ARNT TACC3 PPI; G = EWS-Fli block; H = Xi reactivation
[1] Cc1ccc(OCCOC(=O)c2cc(S(=O)(=O)N3CCCCC3)ccc2N2CCOCC2)cc1
  A: -22.1; B: 0.2; C: 1.4; D: -4.7; E: 6.1; F: -0.5; G: 21.9; H: 0.0

[2] O=C(CCN1C(=O)c2ccccc2S1(=O)=O)Nc1ccc(F)cc1F
  A: 33.3; B: 8.9; C: 5.9; D: .; E: 1.6; F: -3.5; G: -10.7; H: 0.2

[3] CS(=O)(=O)Nc1ccc2c(c1)[C@H]1C[C@H](CC(=O)NCc3ccncc3)O[C@H](CO)[C@H]1O2
  A: 5.2; B: 4.5; C: -0.6; D: -5.5; E: -3.8; F: 6.1; G: 0.7; H: 0.3

[4] O=C(C[C@H]1C[C@H]2c3cc(NC(=O)c4ccc5c(c4)OCO5)ccc3O[C@H]2[C@@H](CO)O1)NCc1ccc(Cl)cc1
  A: 19.6; B: -2.0; C: -1.6; D: 15.6; E: 2.8; F: -9.0; G: -17.0; H: -0.1

[5] CCc1sc(N)nc1-c1ccccc1
  A: 15.5; B: -2.5; C: -2.0; D: 30.5; E: -0.5; F: -4.9; G: 7.0; H: -0.1

[6] CC(C)C(=O)Nc1nc2c(c(=O)[nH]1)CCCC2
  A: -6.6; B: -0.3; C: -5.4; D: 8.0; E: -0.6; F: -4.1; G: 1.7; H: 0.0

[7] CN1CCN(C(=O)C2CCN(c3ncc(C(F)(F)F)cc3Cl)CC2)CC1
  A: -9.7; B: -1.4; C: 1.8; D: 2.7; E: -0.5; F: -4.0; G: 1.3; H: 0.0

[8] Clc1cccc(C2CCN(Cc3nc(CC4CC4)no3)C2)c1 (configuration not stated)
  A: -23.7; B: 6.2; C: 3.1; D: -6.7; E: 2.6; F: -5.9; G: -15.0; H: 0.0

[9] Cc1cc(NC(=O)C(C)SCC(=O)OCc2ccc([N+](=O)[O-])cc2)no1 (configuration not stated)
  A: 7.9; B: 5.3; C: -1.5; D: -21.0; E: 0.1; F: -2.2; G: -2.0; H: 0.2

[10] O=C(NNC(=O)c1cccs1)c1ccc(Br)o1
  A: 5.1; B: -0.4; C: 0.3; D: -9.0; E: .; F: -1.5; G: -1.8; H: 0.1

[11] CCOc1ccc2nc(-c3cc(NC(C)=O)ccc3O)sc2c1
  A: -2.9; B: -3.5; C: 2.3; D: -35.3; E: .; F: .; G: -9.3; H: 0.0

[12] O=C(CCc1ccccc1)Nc1ccnn1C1CCN(Cc2ncc[nH]2)CC1
  A: -9.2; B: 11.4; C: -5.1; D: ?; E: -1.9; F: -12.3; G: -3.6; H: 0.4

[13] Cc1ccc(C)c(CN2CCC(CNC(=O)Nc3ccc(Cl)cc3)CC2)c1
  A: -25.5; B: -3.6; C: 2.0; D: -47.4; E: -4.2; F: 17.3; G: 13.6; H: -0.1

[14] Cc1cc([N+](=O)[O-])nn1CC(=O)Nc1nc2ccccc2s1
  A: -0.3; B: 1.8; C: 0.1; D: 12.8; E: -1.2; F: 4.2; G: 6.0; H: 0.3

[15] O=C(NCC1CCCO1)C1CC(=O)N(c2ccc(Cl)cc2)C1 (configuration not stated)
  A: 16.0; B: 7.7; C: 3.2; D: -7.1; E: -0.6; F: -3.8; G: 2.5; H: 0.1

[16] OCC1(CO)COC(CCc2ccccc2)=N1
  A: 1.6; B: -3.4; C: 4.0; D: -12.7; E: -1.5; F: -0.7; G: -1.8; H: -0.1

[17] COC(=O)N/N=C1\CCCc2ccccc21
  A: 32.4; B: .; C: .; D: 13.1; E: .; F: -10.2; G: .; H: 0.1

[18] Cc1ccc(C)c(NC(=O)CN(C)C(C)C(=O)N2CCCC2)c1 (configuration not stated)
  A: -5.2; B: -3.5; C: -0.6; D: 2.6; E: 2.9; F: -0.6; G: -0.1; H: 0.1

[19] Cc1cccc(NC(=O)CN(c2ccc(F)cc2)S(C)(=O)=O)c1
  A: 0.6; B: 1.3; C: -3.4; D: 28.6; E: -3.0; F: 0.9; G: 6.6; H: 0.0

[20] Cc1cccc(NS(=O)(=O)c2ccc(C)c(C(=O)NCc3cccnc3)c2)c1
  A: 4.7; B: -7.2; C: -0.5; D: 7.4; E: 0.6; F: 1.8; G: 1.1; H: 0.3

[21] CS(=O)(=O)N1CCc2cc(C(=O)N3CCCC3)ccc21
  A: 8.5; B: 0.6; C: -0.2; D: -6.2; E: -3.5; F: 3.4; G: 12.8; H: 0.0

[22] NC(=O)c1ncn([C@@H]2O[C@H](CO)[C@@H](O)[C@H]2O)n1
  A: 1.9; B: 17.4; C: -5.3; D: -15.1; E: 2.3; F: -4.4; G: -38.9; H: -0.1

[23] COc1ccc(C(=O)Nc2ccccc2-c2nnn(CC(=O)N3CCOCC3)n2)cc1
  A: 3.8; B: .; C: 5.8; D: 3.0; E: -1.2; F: 1.2; G: -4.5; H: 0.0

[24] O=C(C[C@@H]1CC[C@@H]2[C@H](COC[C@H](O)CN2C(=O)C2CCOCC2)O1)NCc1ccncc1
  A: 6.1; B: -1.6; C: 3.9; D: -5.9; E: 0.2; F: 0.7; G: -4.3; H: 0.1

[25] N#C[C@@H]1[C@@H](c2ccc(C#Cc3cccc(F)c3)cc2)[C@@H](CO)N1C(=O)C1CCC1
  A: 11.3; B: -3.0; C: 1.1; D: -5.0; E: -1.0; F: 2.1; G: -10.0; H: -0.1

[26] CCOC(=O)COc1nc(-c2ccc(Cl)cc2)cc(-c2ccco2)c1C#N
  A: 3.6; B: -0.5; C: 2.5; D: 9.5; E: 0.5; F: 22.5; G: 2.5; H: -0.1

[27] Cc1noc(C)c1S(=O)(=O)Nc1ccc2c(c1)C(=O)N([C@@H](C)CO)C[C@@H](C)[C@H](CN(C)S(=O)(=O)c1c(C)noc1C)OCCCC[C@@H](C)O2
  A: -13.2; B: 7.2; C: -6.2; D: 4.8; E: -1.2; F: -1.6; G: -1.8; H: 0.2

[28] Cc1ccc(/C=C/C(=O)O)cc1S(=O)(=O)N1CCc2ccccc21
  A: 5.0; B: 8.9; C: 0.0; D: 10.9; E: -2.9; F: -1.1; G: 6.7; H: 0.0

[29] COc1ccc(COCC23N=C4SCC(=O)N4[C@H](c4ccccc4O2)[C@H]3COC(=O)c2ccccc2)cc1
  A: .; B: -2.6; C: 10.7; D: 6.1; E: -0.5; F: 19.2; G: -1.6; H: .

[30] COC(C(=O)N/N=C(\C)c1ccc(C)cc1)c1ccccc1 (configuration not stated)
  A: 8.5; B: -0.4; C: -1.3; D: 3.3; E: 1.2; F: -5.6; G: -39.5; H: 0.1

[31] S=C(Nc1ccccc1Cl)N1CCN(c2ccccn2)CC1
  A: -15.1; B: -5.5; C: -0.4; D: 2.6; E: -0.1; F: 0.9; G: 7.0; H: 0.6

# Whole records from above. Values in the order: INS-1E GSIS act	DENV2 CPE rescue	ERp5 block	PAX8 reporter	F508del corr	ARNT TACC3 PPI	EWS-Fli block	Xi reactivation
# `Cc1ccc(/C=C/C(=O)O)cc1S(=O)(=O)N1CCc2ccccc21` in the list: 5.0	8.9	0.0	10.9	-2.9	-1.1	6.7	0.0
# `N#C[C@@H]1[C@@H](c2ccc(C#Cc3cccc(F)c3)cc2)[C@@H](CO)N1C(=O)C1CCC1` in the list: 11.3	-3.0	1.1	-5.0	-1.0	2.1	-10.0	-0.1
# `CS(=O)(=O)N1CCc2cc(C(=O)N3CCCC3)ccc21` in the list: 8.5	0.6	-0.2	-6.2	-3.5	3.4	12.8	0.0
# `S=C(Nc1ccccc1Cl)N1CCN(c2ccccn2)CC1` in the list: -15.1	-5.5	-0.4	2.6	-0.1	0.9	7.0	0.6
